MITF inh: inhibitors of human MITF; inhibition, % at 2.6 µM; actives 0.91% (n = 650,000); AlphaScreen MITF homodimerization, bead proximity signal; AID 1259374; in the data active = inhibition above about 50%;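 also: 0% = vehicle wells with protein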
GPR151 activ: human GPR151 activation | actives 1% (n = 650,000) | activation, % at 11.2 µM | AID 1508602 | PathHunter beta-arrestin GPR151 cells, luminescence; in the data active = activation above about 4.9%;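 also: 0% = median of compound wells and 100% = cells with positive control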
Target sequence (Q8TDV0 whole entry, looked up): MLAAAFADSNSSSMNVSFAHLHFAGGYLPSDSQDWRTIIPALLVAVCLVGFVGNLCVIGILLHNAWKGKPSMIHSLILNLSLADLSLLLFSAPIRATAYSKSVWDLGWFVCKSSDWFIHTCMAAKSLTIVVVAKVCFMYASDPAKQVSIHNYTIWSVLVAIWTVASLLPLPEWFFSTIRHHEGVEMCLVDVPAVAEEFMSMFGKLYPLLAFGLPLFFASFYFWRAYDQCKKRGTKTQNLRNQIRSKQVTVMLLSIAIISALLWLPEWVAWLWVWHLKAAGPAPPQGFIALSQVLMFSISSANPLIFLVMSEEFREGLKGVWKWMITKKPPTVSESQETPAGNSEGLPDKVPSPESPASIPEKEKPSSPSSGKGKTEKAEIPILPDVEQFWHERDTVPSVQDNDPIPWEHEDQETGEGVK
FBW7 act: activators of human E3 ligase FBW7; AlphaScreen FBW7–phospho-cyclin E peptide binding, activator screen; normalized activity (activation), % at 26.1 µM; Q969H0; actives 0.13% (n = 650,000); in the data active = normalized activity above about 1.9%;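 also: purified mutant Fbw7 with reduced substrate affinity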
Target sequence (Q969H0 whole entry, looked up): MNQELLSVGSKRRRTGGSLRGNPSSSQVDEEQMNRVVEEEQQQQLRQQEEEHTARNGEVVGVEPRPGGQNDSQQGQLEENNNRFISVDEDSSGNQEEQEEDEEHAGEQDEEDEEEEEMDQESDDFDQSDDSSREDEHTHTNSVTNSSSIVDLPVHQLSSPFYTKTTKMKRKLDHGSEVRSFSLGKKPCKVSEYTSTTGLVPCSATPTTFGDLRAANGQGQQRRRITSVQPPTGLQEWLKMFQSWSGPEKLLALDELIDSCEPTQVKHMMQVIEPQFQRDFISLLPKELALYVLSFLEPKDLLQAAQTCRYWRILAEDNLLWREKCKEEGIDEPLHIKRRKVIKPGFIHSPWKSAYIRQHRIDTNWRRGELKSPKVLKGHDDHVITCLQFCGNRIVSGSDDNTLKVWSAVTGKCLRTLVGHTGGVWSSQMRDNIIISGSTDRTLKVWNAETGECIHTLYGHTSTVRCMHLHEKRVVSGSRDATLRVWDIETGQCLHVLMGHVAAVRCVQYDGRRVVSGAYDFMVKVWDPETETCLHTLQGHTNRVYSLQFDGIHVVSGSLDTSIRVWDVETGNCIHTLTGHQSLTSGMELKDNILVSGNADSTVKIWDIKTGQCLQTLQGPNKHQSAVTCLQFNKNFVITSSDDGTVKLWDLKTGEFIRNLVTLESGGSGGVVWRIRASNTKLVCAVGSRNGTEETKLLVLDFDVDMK
TEAD-YAP block: TEAD-YAP interaction inhibition. actives 1.4% (n = 640,000). inhibition, % at 9.12 µM. HEK-TIYL cells, TEAD-Gal4/YAP UAS-luciferase luminescence; in the data active = inhibition above about 32%;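 also: 0% = median of test compound wells and 100% = reference inhibitor wells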
* = called active by the depositor; . = no result given. Compounds were not picked by outcome. About 3.4% of those tested had a hit in this group.

SMILES	MITF inh	GPR151 activ	FBW7 act	TEAD-YAP block
COc1ccc(NC(=O)CC2SC(=Nc3ccccc3)NC2=O)c(OC)c1 (configuration not stated)	0.9	0.3	-0.1	0.7
C=CCSc1nnc(NC(=O)CCCN2C(=O)c3cccc4cccc(c34)C2=O)s1	-6.8	-1.2	-0.1	-6.4
CCOC(=O)c1c(NC(=O)CSc2cn(C)c3ccccc23)sc2c1CCCC2	2.7	0.1	0.0	3.3
Cc1nn(C)c(C)c1-c1nc(Nc2ccc(N3CCOCC3)cc2)c2ncn(CCN3CCCC3=O)c2n1	-4.0	0.0	0.0	-8.4
COc1ccccc1Nc1nc(C)cc(C)c1C(N)=O	12.5	-1.0	0.1	-4.4
CC(=O)NCCC(=O)N1CCc2ccccc21	15.5	2.3	0.2	1.3
O=C(Cn1ccsc1=NC(=O)c1ccco1)c1ccccc1	3.0	1.5	0.0	-4.4
COc1ccc(S(=O)(=O)Nc2cc3c(C(=O)OC(C)C)c(C)oc3c3ccccc23)cc1	9.0	-1.7	0.2	-2.6
CC(C)c1c(-c2ccccc2)[n+](=O)c2c(n1[O-])CCCCC2	-5.7	5.2*	0.0	-0.5
CN(CC(O)COc1ccc(S(=O)(=O)N2CCOCC2)cc1)C1CCCCC1 (configuration not stated)	16.1	-0.4	0.3	6.2
O=C(CC(Nc1ccccc1Cl)C(=O)O)c1ccccc1 (configuration not stated)	15.1	-1.2	0.0	23.5
COC(=O)c1cc(C)sc1NC(=S)N1CCC2(CC1)OCCO2	6.2	-0.6	0.1	-13.5
COCCn1c(=O)[nH]c2cc(C(=O)NC3CCN(Cc4ccccc4)CC3)ccc2c1=O	10.5	1.5	-0.1	15.5
COCC(C)Nc1ncnc2c1c(-c1ccccc1)cn2-c1ccc(F)cc1 (configuration not stated)	9.3	-0.4	0.0	-5.7
COC(=O)C1=C(C(=O)OC)[C@@H]2Nc3ccccc3[C@@]23C[C@@H](C(=O)OC)N(C(=O)COCc2ccccc2)C3=N1	10.0	2.0	0.0	.
Cc1cc(C(=O)NP(=O)(O)O)c(C)n1-c1ccc(-c2ccccc2)cc1	29.5	-0.3	-0.2	-5.8
CC(NC(=O)c1ccccc1)C(O)c1ccccc1 (configuration not stated)	5.7	-0.2	-0.2	-17.9
CCOCCCNCc1ccccc1F	37.7	5.2*	0.0	-4.0
C=CCNC(=O)c1c(C(F)(F)F)nc2ccc(C)cn12	-12.0	-2.0	-0.1	4.7
CCCNc1ccnc(Nc2ccccn2)n1	19.4	-1.8	0.0	-50.8
COc1ccc(C2C(C(=O)N(C)c3ccc(F)cc3)c3ccccc3C(=O)N2c2ccc(OC)cc2)cc1 (configuration not stated)	3.5	1.2	-0.1	-4.2
Cc1noc(C)c1-c1nc(Nc2ccc(N3CCOCC3)cc2)c2ncn(CCN3CCCC3=O)c2n1	-7.8	-2.1	-0.1	-7.0
Cc1ccc(OC(=O)c2cccs2)c(-n2nc3ccccc3n2)c1	-11.6	-6.8	0.5	-41.7
O=C(Cn1cc(NC(=O)CCOc2ccccc2)cn1)NCc1cn2c(n1)SCC2	4.5	-1.8	-0.1	-9.4
O=C(NCCC1=CCCCC1)c1ccc2c(=O)n(Cc3ccccc3)c(=S)[nH]c2c1	7.7	-1.1	0.1	-11.7
OCCCNc1ncnc2scc(-c3ccccc3)c12	9.4	1.3	0.0	19.9
Cc1ccccc1N=c1scc(-c2ccccc2)n1Cc1ccco1	19.4	1.4	-0.3	-19.9
CC(=O)N(c1ccccc1C)S(=O)(=O)c1ccc(Cl)cc1	7.2	0.9	0.5	-4.8
CCc1ccc(C2=NN(CCC(=O)NCCCOC(C)C)C(=O)CC2)cc1	-8.4	0.5	0.0	-1.1
CCOc1ccccc1C(=O)Nc1c2c(nn1-c1ccc(C)cc1)CSC2	-12.0	0.5	0.0	-18.8
COc1cccc(-c2nnc(-c3ccc(Br)o3)o2)c1	-16.9	1.6	-0.2	-21.7
COc1cccc(C2Oc3ccccc3C3CC(c4cccs4)=NN32)c1O (configuration not stated)	6.9	4.9	0.0	-20.2
COc1ccc(Cl)cc1C(=O)N/C(=C\c1cccc([N+](=O)[O-])c1)C(=O)Nc1ccc(Cl)cc1C	8.3	-1.4	0.1	6.5
CC1CC(C(F)(F)F)n2nc(C(=O)O)cc2N1 (configuration not stated)	-1.9	2.1	-0.1	9.6
CC(C)CNC(=O)COC(=O)c1cccc(I)c1	6.8	-1.2	0.0	0.4
CCOC(=O)C1=C(N)Oc2c(c(=O)[nH]c3ccccc23)C1c1ccccc1 (configuration not stated)	-0.1	0.5	0.0	0.0
Cc1cc(C)n(-c2nc(Nc3ccccc3C(F)(F)F)nc(-n3nc(C)cc3C)n2)n1	-3.7	-0.4	0.1	15.0
COc1ccccc1NS(=O)(=O)c1ccc(C)cc1	5.7	-1.6	0.0	3.2
C/C(Cn1nc([N+](=O)[O-])cc1C)=N\NC(=O)c1cccnc1	11.6	-1.3	0.0	-11.5
CC[C@H](C)[C@H](NC1CCN(c2ccc(NC(=O)C3CCCC3)cc2)CC1)C(=O)OC	-10.3	-1.0	-0.1	-3.5

Compounds above that have a furan ring, fused or not, in the order listed:
SMILES	MITF inh	GPR151 activ	FBW7 act	TEAD-YAP block
O=C(Cn1ccsc1=NC(=O)c1ccco1)c1ccccc1	3.0	1.5	0.0	-4.4
COc1ccc(S(=O)(=O)Nc2cc3c(C(=O)OC(C)C)c(C)oc3c3ccccc23)cc1	9.0	-1.7	0.2	-2.6
Cc1ccccc1N=c1scc(-c2ccccc2)n1Cc1ccco1	19.4	1.4	-0.3	-19.9
COc1cccc(-c2nnc(-c3ccc(Br)o3)o2)c1	-16.9	1.6	-0.2	-21.7

More records follow.
SMILES	MITF inh	GPR151 activ	FBW7 act	TEAD-YAP block
COC(=O)NCCOc1ccc(C(C)(C)C)cc1	-8.4	0.7	0.1	-18.5
Cc1ccccc1NC1SC(=O)NC1=O (configuration not stated)	4.7	0.3	0.0	7.3
CC1CCCN(C(=O)CSc2nnc3n(CC(=O)N4CCCC4)c4ccccc4n23)C1 (configuration not stated)	7.4	1.3	-0.2	0.0
CCOC(=O)N1CCN(C(=O)Nc2ccccc2C)CC1	4.6	0.5	-0.1	1.4
O=C(Nc1ccccc1)C1CCN(C(=O)Nc2ccc(Cl)cc2)CC1	7.9	0.4	0.0	0.5
Cc1ccc(NC(=O)c2ccc(CNc3c(N4CCC(C)CC4)c(=O)c3=O)cc2)cc1	12.2	-0.3	-0.1	2.9
Cc1ccccc1C(=O)NC(=S)N(CCO)Cc1ccccc1	-17.5	0.3	-0.1	5.2
CN1CC(=O)N(CC(=O)Nc2ccc(F)cc2)c2ccccc2C1=O	20.9	-1.4	0.1	3.7
COc1ccccc1/C=C1\N=C(c2ccc(C(C)(C)C)cc2)OC1=O	0.8	-0.6	0.5	8.4
Nc1c(C(=O)OCC(=O)Nc2c(Cl)cc(Cl)cc2Cl)[nH]c(=O)[nH]c1=O	15.2	-0.2	-0.9	3.1
CN1CCN(C(c2ccc(Cl)cc2)c2nnnn2Cc2ccccc2)CC1 (configuration not stated)	12.0	-0.8	-0.1	3.9
O=C(O)COc1ccc(Cl)cc1Br	3.1	-0.3	-0.2	6.4
CCC(C(=O)NCCOC)n1cc(C=O)c2ccccc21 (configuration not stated)	2.2	3.1	-0.1	-7.4
O=c1c(NCc2ccccn2)c(-c2ccccc2)c1=O	10.5	-1.4	-0.2	1.5
COC(=O)C1=C(C)OC(N)=C(C#N)C1c1ccc(SC)cc1 (configuration not stated)	-14.9	0.9	0.0	-4.5
Cc1cccc(CC(=O)Nc2cnn(-c3cccc(C(=O)Nc4cccc(C)c4)c3)c2)c1	-14.4	0.7	0.0	-1.8
Cc1nc2ccccc2c2c1C(=O)N(c1ccc(Cl)c(C(F)(F)F)c1)C2=O	4.1	-0.6	-0.1	3.0
O=C(N/N=C\c1cccnc1)c1ccccc1-n1cccc1	-2.6	-1.0	-0.1	2.8
CC(=O)O/N=C(\N)c1nonc1N1CCOCC1	19.6	-1.7	1.9*	-6.7
N#C/C(=C\c1ccccc1)C(=O)NNC(=O)C1CC1	8.8	-1.3	-0.3	2.8
CCCc1nnc2sc(NC(=O)CC)nn12	9.4	-0.7	0.2	-1.0
CCOC(=O)N1CCC(NC(=O)Cn2c3ccccc3c3cn[nH]c(=O)c32)CC1	-14.4	0.0	0.1	-1.0
CCOc1ncccc1C(=O)Nc1nnc(C(CC)CC)s1	3.5	0.8	0.0	0.0
Cc1onc(-c2ccccc2)c1C(=O)NCC#N	15.4	-1.7	0.0	-0.4
Cc1nc2c(c(C)nn2C)c(C)c1CCC(=O)NCC(C)c1ccccc1 (configuration not stated)	2.4	3.6	-0.1	11.4
Cc1nc(N2CCCCC2)c2c(C)c(C(=O)Nc3ccc4c(c3)OCCO4)sc2n1	7.3	-1.1	0.0	-7.7
CCOC(=O)C1=C(C)Nc2nnnn2C1c1cc(Br)ccc1OCC (configuration not stated)	-8.3	-0.5	0.0	-7.9
Nc1nc(SCc2ccccn2)nn1CC(=O)NC1CCCCC1	0.6	0.1	-0.1	-0.3
COc1ccc(Cl)cc1NC(=S)N(Cc1ccccc1C)CC1CCC(C(=O)O)CC1 (configuration not stated)	4.3	3.3	0.0	16.5
O=[N+]([O-])c1ccc(N2CCN(S(=O)(=O)Cc3ccccc3)CC2)cc1NCCc1ccccc1	9.6	0.3	-0.2	2.2
O=C(Nc1cccc(F)c1)c1cccc2nc3ccccc3nc12	2.6	-1.1	0.0	-3.5
COc1ccc(-c2cn(-c3ccc(OC)cc3)c(SCC(=O)Nc3ccc(F)cc3)n2)cc1	0.7	-0.5	-0.1	-6.4
COc1ccc(-c2cc(C(=O)Oc3cccc(C)c3C)c3ccccc3n2)cc1	1.3	0.7	0.0	7.8
NC(=O)c1ccc(NC(=O)COC(=O)C2CC2)cc1	8.0	0.9	-0.1	0.7
O=C(Nc1ccnn1C1CCN(C2Cc3ccccc3C2)CC1)C1CCCC1	7.4	0.5	-0.2	2.9
CC1CN(C(=O)c2cc(C(=O)N3CC(C)OC(C)C3)cc([N+](=O)[O-])c2)CC(C)O1 (configuration not stated)	-18.2	-1.1	-0.2	-10.2
Cc1ccc(NC(=O)COc2cccc(Cl)c2)cc1[N+](=O)[O-]	2.1	-0.2	0.1	5.1
N#CC1=C2C=CC=CN2C(=O)NC1(c1ccccc1)C(F)(F)F (configuration not stated)	15.7	2.9	0.1	-14.4
CC(C)S(=O)(=O)c1csc(C(=O)Nc2ccc(F)cc2)c1N	-7.1	-9.1	0.0	11.9
O=C(NCc1nc2ccccc2[nH]1)c1csc(N2CCN(c3ccccn3)CC2)n1	19.8	-2.5	0.0	0.6

Among those listed so far, 3 contain bromine.
SMILES	MITF inh	GPR151 activ	FBW7 act	TEAD-YAP block
COc1cccc(-c2nnc(-c3ccc(Br)o3)o2)c1	-16.9	1.6	-0.2	-21.7
O=C(O)COc1ccc(Cl)cc1Br	3.1	-0.3	-0.2	6.4
CCOC(=O)C1=C(C)Nc2nnnn2C1c1cc(Br)ccc1OCC (configuration not stated)	-8.3	-0.5	0.0	-7.9

Further structures
SMILES	MITF inh	GPR151 activ	FBW7 act	TEAD-YAP block
CCC(=O)n1nc(-c2ccc(Cl)cc2)nc1NCc1ccco1	6.0	1.9	0.0	-35.6
COC(=O)c1ccc(Nc2nnc(Cc3ccc(OC)cc3)c(=O)[nH]2)cc1	1.6	-0.2	0.0	-3.7
Cn1nc(-c2ccccc2)cc1C(=O)N1CCN(CC(O)c2cccs2)CC1 (configuration not stated)	13.9	-0.2	0.4	4.8
Cc1cc(Cl)ccc1OCC(=O)NCC(=O)N/N=C/c1cccc([N+](=O)[O-])c1	8.3	1.0	0.0	0.2
CCc1ccccc1NC(=O)CC(C)(C)C	0.1	0.5	0.6	2.0
CN(CCO)c1cc(N)c([N+](=O)[O-])c2nonc12	19.8	-0.6	-0.1	8.3
CCCOC(=O)C1C2C=CC3(CN(C(c4ccccc4)c4ccccc4)C(=O)C13)O2 (configuration not stated)	13.2	0.0	-0.1	-2.7
CC(=O)N=S(NC(C)=O)c1ccc([N+](=O)[O-])cc1 (configuration not stated)	13.4	0.1	-0.2	7.2
O=C(CCCc1ccccc1)Nc1cccc(N2CCC(NCc3ccon3)CC2)c1	22.6	-0.3	0.8	6.8
COC(=O)c1[nH]c(Cn2c(Cl)nc3c2c(=O)n(C)c(=O)n3C)c(C(=O)OC)c1C	11.2	-0.2	0.0	7.3
COc1cccc(-n2cc(C(=O)NCCC(=O)Nc3cc([N+](=O)[O-])ccc3OC)c3ccccc3c2=O)c1	-8.3	-0.2	-0.1	0.6
CCN(CC)C(=O)c1sc(NC(=O)COc2ccc(Cl)cc2)c(C#N)c1C	-5.4	1.2	0.0	-3.9
COCCNC(=O)c1sc2ncn(CC(=O)N3CCCCC3C)c(=O)c2c1C (configuration not stated)	26.9	0.8	0.0	-3.3
CCC(C)NC(=O)C(CC)n1nc(C)n2c(cc3sccc32)c1=O (configuration not stated)	15.0	-0.6	0.0	6.4
Cc1c(C(=O)Nc2cccc3ccccc23)sc2ncn(C)c(=O)c12	11.0	-1.0	-0.4	-25.6
CCC(COC(=O)Nc1ccccc1)NC(=O)OC(C)C (configuration not stated)	5.0	-1.4	-0.1	-17.5
COc1ccccc1CNC(=O)c1ccc2c(c1)NC(=O)c1ccccc1S2	1.1	0.2	-0.1	9.7
CC1CCN(C(=O)C(Cc2ccccc2)N2Cc3ccccc3C2=O)CC1 (configuration not stated)	4.6	-0.3	0.0	1.6
O=C(NCCCN1CCOCC1)C(=O)Nc1ccc2nc3n(c(=O)c2c1)CCCCC3	-1.8	0.2	-0.3	3.1
CCOc1ccc(CCNC(=O)Nc2ccc(F)cc2)cc1OCC	-1.1	2.3	-0.1	-2.7
